Screens from PubChem.
FEN1 inhibitor: human FEN1 inhibition; 390,000 compounds, 0.35% hits; Recombinant FEN1 flap cleavage, fluorescence, 15 min; P39748; Potency, µM (titrated, usually from 114 µM), inactives show top-dose activity change, negative = inhibition, actives largely listed as inhibitors; note: nearly all actives have a fitted effect of over 65% in size
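Nuclease activity of 10 nM FEN1 was measured after 15 min of room-temperature exposure to titrated compounds, by adding 50 nM flap substrate and reading plates at 0 and 15 min.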
KAT2A inh: inhibitors of human GCN5L2 histone acetyltransferase; Potency, µM (series often up to 58.9 µM), inactives show top-dose activity change, negative = inhibition, actives largely listed as inhibitors; GCN5L2 HAT assay, ThioGlo1 CoA-SH fluorescence; 390,000 compounds, 0.21% hits; Q92830; AID 504327
Target sequence (Q92830 whole entry, looked up): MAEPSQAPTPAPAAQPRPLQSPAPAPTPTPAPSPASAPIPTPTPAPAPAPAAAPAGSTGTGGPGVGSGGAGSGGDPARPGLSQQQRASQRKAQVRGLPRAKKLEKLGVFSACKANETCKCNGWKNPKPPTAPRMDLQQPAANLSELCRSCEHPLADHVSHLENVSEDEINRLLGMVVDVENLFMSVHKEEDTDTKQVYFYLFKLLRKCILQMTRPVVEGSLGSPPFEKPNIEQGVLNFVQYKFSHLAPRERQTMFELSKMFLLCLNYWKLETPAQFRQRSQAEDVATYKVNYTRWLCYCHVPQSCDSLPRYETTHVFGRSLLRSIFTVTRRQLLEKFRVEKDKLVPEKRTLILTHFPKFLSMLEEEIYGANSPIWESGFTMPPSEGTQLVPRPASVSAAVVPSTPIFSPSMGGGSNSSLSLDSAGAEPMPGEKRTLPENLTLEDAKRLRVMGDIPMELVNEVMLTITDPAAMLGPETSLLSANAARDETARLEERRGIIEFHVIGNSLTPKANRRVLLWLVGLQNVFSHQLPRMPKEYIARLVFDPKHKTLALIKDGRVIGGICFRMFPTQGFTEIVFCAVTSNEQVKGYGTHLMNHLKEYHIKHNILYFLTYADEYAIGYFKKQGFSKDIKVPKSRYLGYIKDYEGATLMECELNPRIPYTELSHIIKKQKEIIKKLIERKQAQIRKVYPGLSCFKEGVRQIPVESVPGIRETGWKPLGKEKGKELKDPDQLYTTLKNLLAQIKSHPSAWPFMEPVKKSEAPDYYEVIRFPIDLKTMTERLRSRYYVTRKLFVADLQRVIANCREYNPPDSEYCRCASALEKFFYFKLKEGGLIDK
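GCN5L2 (20 nM) in 50mM HEPES pH 7.5, 0.1mM EDTA, 0.01% Tween-20 preincubated 15 min with compounds at room temperature. Reaction started with H3(1-25) 75uM, acetyl-CoA 70uM, ThioGlo1 50uM; CoA-thiol fluorescence (Ex340/Em540) read at 0 and 20 min.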
TDP1 cell CPT: DT40-hTDP1 cell growth loss with CPT | chicken DT40 Tdp1-/-;hTDP1 cells + 20 nM CPT, ATP luminescence, 48 h | Potency, µM (doses to about 46.2 µM), inactives show at the top dose activity change, negative = growth inhibition, actives largely listed as inhibitors | 420,000 compounds, 12% hits | AID 686979; note: nearly all actives have a fitted effect of over 55% in size
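Cell growth measured by CellTiter-Glo luminescence after a minimum 48 h, 37 C compound exposure with 20 nM CPT in Tdp1-knockout DT40 cells stably expressing hTDP1, seeded 400/well; qHTS titration format.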
Starred values were filed as active, the others as inactive; u = inconclusive; x = not tested or not shown; [ ] = remark or other dose. Calls come from the whole dose curve; as a rule, active = well fitted curve in the direction sought with a large enough effect; inconclusive = small, poorly fitted or top-dose-only effect, or another doubt; inactive = no such curve, though single readings can be large; an effect the other way counts as inactive or inconclusive. % is set by controls: 0 for no effect and ±100 for the full control effect; potency is the fitted concentration of half-maximal effect.

Compound | TDP1 cell CPT | KAT2A inh | FEN1 inhibitor
Cc1cc(C(=O)NNc2ccc(C)c(C)c2)no1 | 3.1% | -2.2% | 12.2%
Clc1cc(-c2ccccc2)nc(-c2ccccc2)n1 | u | x | -1.1%
CCCN(CC1CC1)C(=O)CSc1ncnc2sccc12 | -24.5% | -2.7% | -2.7%
Cc1ccnc2nc(C(=O)OCCOc3ccc(F)cc3)nn12 | 0.7% | -0.2% | -3.0%
O=S(=O)(c1ccc(Br)c2nsnc12)N1CCOCC1 | -18.6% | -1.5% | 12.1%
CNCCCOc1ccc2c(c1)CCC2 | u | -4.4% | -2.9%
COc1ccc(Nc2ncnc3c2nc2n3CCCCC2)cc1 | -18.6% | -7.2% | -6.0%
Oc1ccc2ccccc2c1C=NCc1cn2ccsc2n1 | -18.8% | -3.6% | 1.0%
CCCCc1ccc(NS(=O)(=O)c2cccc(C(=O)N3CCNC(=O)C3)c2)cc1 | -4.6% | -13.1% | -5.2%
Cc1ccsc1C(=O)N(Cc1nnc(-c2ccccc2Cl)o1)C1CC1 | u | -2.1% | 5.8%
CCOC(=O)N1CCC(NC(=O)Cn2ncc3ccccc32)CC1 | -4.7% | 0.7%[0.501 µM] | 4.1%
C=CCn1nnnc1SCC(=O)Nc1ccc(OC)cc1 | 5.5% | -4.5% | 16.3%
O=C(O)c1cccc(NC(=O)c2ccccc2NC(=O)c2cccc([N+](=O)[O-])c2)c1 | -17.0% | -6.8% | 14.9%
CCOc1cc(C(=O)OCC(=O)Nc2cccc(C)c2)ccc1OCC(=O)N1CCOCC1 | -1.1% | -0.1% | 14.8%
Cc1noc(-c2ccc(Cl)cc2)c1C(=O)O/N=C(\N)c1ccc(C(C)(C)C)cc1 | u | 0.8% | -10.3%
C[C@H](NC(=O)c1nc[nH]c1C(=O)N1CCNCC1)C(=O)OCc1ccccc1 | -1.3% | -5.1% | -5.0%
CCCCC(=O)Oc1ccc2oc(-c3ccc(OC)cc3)cc(=O)c2c1 | -3.2% | -16.5% | -20.7%
O=C(C[n+]1ccc(Cl)c2ccc(Cl)cc21)c1ccc(F)cc1 | 10µM* | x | 10.7%
Cc1ccc(Cl)cc1NC(=O)CSc1ccc(C(=O)O)cn1 | -28.5% | -5.0% | -6.9%
CCN(CC)C(=O)c1[nH]cnc1C(=O)Nc1ccccc1 | -0.8% | 2.0% | -4.0%
Fc1cccc(NCc2ccccc2-c2nnc(-c3ccccc3Cl)o2)c1 | u | -8.5% | 42.5%[activator]
COCCCN1C(=O)c2ccc(C(=O)Nc3ccc(C)cc3C)cc2C1=O | 19.6% | 25.6% | 15.5%
O=C(c1cccs1)n1nc(NCc2ccccc2)nc1NCc1ccccc1 | -2.8% | -12.9% | -10.6%
CC(=O)Nc1ccc2c(c1)OCCOCCOc1cc(NC(C)=O)ccc1OCCO2 | u | 1.7% | -5.3%

A draw from above in order of length of the SMILES, rising:
Compound | TDP1 cell CPT | KAT2A inh | FEN1 inhibitor
Cc1ccc(Cl)cc1NC(=O)CSc1ccc(C(=O)O)cn1 | -28.5% | -5.0% | -6.9%
O=C(C[n+]1ccc(Cl)c2ccc(Cl)cc21)c1ccc(F)cc1 | 10µM* | x | 10.7%
CCCCC(=O)Oc1ccc2oc(-c3ccc(OC)cc3)cc(=O)c2c1 | -3.2% | -16.5% | -20.7%

More records:
Compound | TDP1 cell CPT | KAT2A inh | FEN1 inhibitor
COc1ccc(NC(=O)c2cc(S(=O)(=O)N(C)C)ccc2N2CCCC2)cc1Cl | -17.9% | -9.4% | -19.6%
O=C1NC2(CCC3(CC2)OCCO3)NN1c1ccc(Cl)cc1 | -3.1% | -1.0% | 17.8%
COc1ccccc1-c1nccc(N2CCN(C)CC2)n1 | -2.9% | -9.7% | x
Cc1cccc(NC(=O)C2CCN(S(=O)(=O)c3ccc4c(c3)CCCC(=O)N4)CC2)c1 | x | 18.4% | -1.9%
COc1ccc(C2Nc3cccc4cccc(c34)N2)cc1 | 20.6µM* | -1.5% | 0.3%
CCN1CCN(CCNC(=O)c2cc(Cl)c(NC(=O)C3=C(C)OCCS3)cc2OC)CC1 | u | 0.7% | 15.7%
Cc1cc(C)c(/C=C/c2onc(C)c2S(=O)(=O)N2CCC(C(=O)Nc3ccc(Cl)c(C(F)(F)F)c3)CC2)c(C)c1 | 4.11µM* | -5.6% | -13.3%
Cc1cc(NC(=O)COc2coc(CN3CCN(c4ccccc4)CC3)cc2=O)no1 | -0.5% | -2.6% | 2.7%
COc1ccc(C)cc1NC(=O)C1CCCN(S(=O)(=O)c2ccc(-n3cnnn3)cc2)C1 (stereo not given) | 4.3% | -4.1% | -8.9%
O=C(CCN1CCN(c2ccccc2)CC1)Nc1ccc2c(c1)OCO2 | -7.2% | 6.1% | 2.2%
CCC(=O)NC(=S)Nc1ccc(NC(=O)COc2ccccc2)cc1 | -19.1% | 42.0%[activator] | 12.4%
CC(=O)Oc1cccc(/C=C2\C=C(c3ccc(C)cc3)OC2=O)c1 | 18.4µM* | -3.3% | 8.9%
O=C(Nc1ccnn1C1CCN(Cc2ccccc2)CC1)C1CCCC1 | -10.9% | -0.8% | -3.4%
O=C(COC(=O)c1cccnc1)c1ccc(Cl)cc1 | 6.2% | -7.0% | 1.3%
O=C(Nc1ccccc1)c1ccccc1N=Cc1ccccc1O | -5.2% | -3.0% | -0.3%
Cc1cc(C)nc(SCCC(=O)Nc2cccc3ccccc23)n1 | -6.6% | -29.3% | 1.0%
CCCN(CCC)C(=O)Cn1c(=O)n(CCCCCC(=O)NCc2ccc3c(c2)OCO3)c(=O)c2sccc21 | u | -3.6% | 0.5%
Clc1ccc(-c2nnc(CSc3nnc(-c4cccs4)o3)o2)cc1 | 4.6% | -1.1% | -5.1%
CCN(CC)C(=O)Cn1cc(S(=O)(=O)Cc2cccc([N+](=O)[O-])c2)c2ccccc21 | -20.5% | -8.6% | 14.0%
COC(=O)c1ccc(C(=O)OC)c(NC(=O)C2CCCO2)c1 (stereo not given) | -10.8% | 0.2% | 1.0%
CCN1CCN(C(=S)Nc2cc(C(=O)OC)ccc2C(=O)OC)CC1 | 15.8% | -8.7% | 11.4%
CCOc1ccc(S(=O)(=O)NCc2ccc(Cl)cc2)c2cccnc12 | u | -3.1% | -1.1%
CC1(C)CC(=O)C(C=Nc2ccccc2Sc2ccccc2)=C(O)C1 | -19.3% | -5.7% | -8.5%
CC1CC(C)CN(CCCNC(=O)c2ccc(N3CCCC3=O)cc2)C1 (stereo not given) | 6.0% | -13.3% | -10.0%

Single records, as listed above. Values in the order: TDP1 cell CPT | KAT2A inh | FEN1 inhibitor
CC1CC(C)CN(CCCNC(=O)c2ccc(N3CCCC3=O)cc2)C1 (stereo not given) is listed as 6.0% | -13.3% | -10.0%
CCCN(CCC)C(=O)Cn1c(=O)n(CCCCCC(=O)NCc2ccc3c(c2)OCO3)c(=O)c2sccc21 is listed as u | -3.6% | 0.5%
CCN(CC)C(=O)Cn1cc(S(=O)(=O)Cc2cccc([N+](=O)[O-])c2)c2ccccc21 is listed as -20.5% | -8.6% | 14.0%

Later entries.
Compound | TDP1 cell CPT | KAT2A inh | FEN1 inhibitor
CC(=O)Nc1sc(NC(=O)c2ccc([N+](=O)[O-])cc2)nc1-c1cccs1 | -8.0% | -3.8% | -4.3%
Cc1c(C)c2c(OCC(=O)N[C@@H](CC(C)C)C(=O)O)cc3c(c2oc1=O)CCC(C)(C)O3 | 5.8% | u | -1.3%
Cc1cccc(C)c1NC(=O)Nc1csc2c1CCCC2 | -14.3% | -1.4% | 4.5%
N#CC(Cc1ccccc1)(Cc1ccccc1)C(=O)NN | -0.3% | -5.3% | 17.1%
COCC(COS(N)(=O)=O)Cc1ccccc1 (stereo not given) | 3.6% | -9.0% | -1.0%
Cc1cc(NC(=O)CSc2ncc(C(=O)Nc3ccc(F)cc3)c(=O)n2C)no1 | -9.9% | 0.2% | 7.4%
CN(c1ccccc1)S(=O)(=O)c1ccc(NC(=O)c2ccccc2C(=O)O)cc1 | u | x | -7.2%
Cc1ccc(N(CC(O)Cn2c3ccccc3c3ccccc32)S(C)(=O)=O)c(C)c1 (stereo not given) | u | -25.6% | u
CN(C)c1ccc(C2/C(=C(/O)c3ccccc3)C(=O)C(=O)N2CCCC(=O)O)cc1 (stereo not given) | 11.1% | -13.2% | 10.6%
O=C(CN1CCOCC1)NCCc1ccccc1 | 4.9% | -5.5% | 11.0%
C/C(=N/NS(=O)(=O)c1ccc(Cl)cc1)c1ccncc1 | u | 1.5% | 11.5%
CC1(C(=O)O)CCC(C(=O)Nc2ccccc2)C1(C)C (stereo not given) | 14.3% | -7.5% | -2.7%
CSc1nc2cc(S(=O)(=O)N3CCOCC3)ccc2s1 | -13.8% | -4.2% | -1.9%
O=C(c1cc(C2CC2)nc2ccc(Br)cc12)N1N=C(C(F)F)CC1(O)C(F)F (stereo not given) | 16.4µM* | -9.3% | -3.8%
COc1ccccc1CC(=O)N1CCN(c2cccc(C(F)(F)F)c2)CC1 | 23.1µM* | -1.0% | -21.9%
O=[N+]([O-])c1cc(S(=O)(=O)N2CCCC2)ccc1N/N=C/c1ccncc1 | -1.4% | -4.2% | 0.3%
Cc1ccc(S(=O)(=O)NCCC(=O)NCC(c2cccs2)N(C)C)cc1 (stereo not given) | 10.6% | -6.4% | -17.2%
O=C(CSCC(=O)Nc1ccc2ccccc2c1)NCc1ccccc1 | -11.0% | -12.9% | 2.2%
COc1ccc(N(C)C(=O)Cc2c(C(=O)O)[nH]c3ccccc23)c(OC)c1 | 1.2% | -1.2% | -2.6%
COc1ccc(C(=O)c2oc3ccccc3c2NC(=O)COc2ccccc2)cc1 | 6.1% | 1.3% | 15.3%
COc1ccc2[nH]c(C)c(CCN(Cc3cccs3)C(=S)Nc3ccccc3)c2c1 | u | -2.2% | -8.3%
CN(c1ccc(C(=O)NCc2ccncc2)cc1)S(C)(=O)=O | -17.9% | -1.5% | -12.4%
Cc1cc(C(F)F)n2nc(C(=O)O)nc2n1 | 0.1% | -1.7% | 2.3%
CC(C)(C)NC(=O)Cn1nnc(-c2ccccc2NC(=O)c2cnccn2)n1 | -1.0% | -0.4% | -3.7%
CCCCC(=O)N/N=C(C)/C=C/c1ccccc1F | -19.8% | -0.4% | -1.0%
Cc1ccccc1NC(=O)c1sc2nc(-c3cc4ccccc4oc3=O)[nH]c(=O)c2c1C | 8.2µM* | -12.2% | -3.8%
O=C1COc2cc(S(=O)(=O)NCc3ccco3)c(Cl)cc2N1 | 18.4µM* | -14.3% | -17.7%
CC(C)Oc1ccc(CNCCC2(C(C)C)CCOC(C)(C)C2)cc1 (stereo not given) | u | 0.0% | 3.3%
COc1cccc(/C=N/NC(=O)CCc2n[nH]c(=O)[nH]c2=O)c1O | -2.2% | 21.3% | 1.5%
CCN(CC)c1ccc(CN(C(=O)c2cc(OC)c(OC)c(OC)c2)C2CCS(=O)(=O)C2)cc1 (stereo not given) | -4.1% | -3.6% | -9.4%
COc1ccccc1CC(=O)N1CCCC(CCC(=O)NCc2ccccc2F)C1 (stereo not given) | u | 1.5% | 13.9%
O=C(NCC1CCCN(C(=O)c2cscn2)C1)c1ccccc1Cl (stereo not given) | -10.9% | 0.0% | 16.9%
CCOC(=O)c1cc2c(=O)n3ccccc3nc2n(Cc2ccc(Cl)cc2)c1=N | -19.7% | x | 3.6%
COc1cc(NC(=O)C2CC(c3cccc(OC)c3OC)=NO2)cc(OC)c1OC (stereo not given) | 14.1µM* | -0.4% | 0.2%
Cc1csc(NC(=O)c2c(-c3c(F)cccc3Cl)noc2C)n1 | u | -4.1% | 10.0%
COc1ccc(C(CNC(=O)c2cncc(Br)c2)N(C)C)cc1 (stereo not given) | -4.9% | -1.4% | -7.3%
Nc1ncnc(NC2CCS(=O)(=O)C2)c1[N+](=O)[O-] (stereo not given) | u | -3.8% | 16.9%
O=C(c1ccc2c(=O)n(C3CCCC3)c(=S)[nH]c2c1)N1CCCCCC1 | 14.6µM* | -12.5% | 7.3%
O=C(NCCC1CCCCN1S(=O)(=O)c1cccs1)C(=O)Nc1ccccc1 (stereo not given) | 16.4µM* | -4.2% | -9.1%
CC(=O)Oc1ccc2c(=O)c(Oc3ccccc3)coc2c1OC(C)=O | -20.0% | -0.3% | u
O=C(CN1C(=O)C2C3CCC(C3)C2C1=O)OCC(=O)c1ccccc1 (stereo not given) | -3.3% | -9.6% | -1.5%
COc1ccc(CCCC(=O)NC2CCCCC2)cc1 | 0.9% | -12.5% | 3.0%
COc1cc(OC)cc(-c2nc3nc(C)c(CCC(=O)Nc4ccc(C)cc4)c(C)n3n2)c1 | -9.6% | -0.5% | 12.0%
CCOC(=O)c1c(C)n(C)c2ccc(O)c(CN(CC)CC)c12 | u | -2.1% | -19.1%
CCN1CCN(C(=O)c2c(-c3ccccc3)noc2C)CC1 | 8.2% | 1.7% | 3.3%

Some of the compounds tested (hit frequency here may not be typical).
